High-throughput results: PubChem BioAssay, National Center for Advancing Translational Sciences (NCATS)
BRCA1 expr act – increases BRCA1 expression; Potency, µM (highest dose often 46.1 µM), without a hit: top-dose activation, usual class: activators; MCF7-BRCA1-FFLuc reporter, luminescence, 48 h; response scale: scaled: vehicle 0%, 10 µM genistein 100%; actives 1.1% (n = 380,000); note: potency is the fitted concentration of half-maximal effect; nearly all actives have a fitted effect of over 80% in size; some results filed as inactive show a strong effect at the top dose
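Using MCF7 cells harboring a BRCA1 firefly luciferase reporter, plated 2 h before compound pinning, the screen measured luminescence after 48 h incubation. Responses were normalized to DMSO and 10 microM genistein, then fitted for concentration-effect.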
ASM inhibitor – blocks human secretory acid sphingomyelinase | P17405 | placental ASM, HMU-PC fluorogenic substrate, 60 min | Potency, µM (series often up to 57.5 µM), without a hit: at the highest dose activity change, negative = inhibition, most hits filed as inhibitors | actives 0.006% (n = 340,000) | AID 504937; note: potency is the fitted concentration of half-maximal effect
Target sequence (P17405 47-631 limits assumed): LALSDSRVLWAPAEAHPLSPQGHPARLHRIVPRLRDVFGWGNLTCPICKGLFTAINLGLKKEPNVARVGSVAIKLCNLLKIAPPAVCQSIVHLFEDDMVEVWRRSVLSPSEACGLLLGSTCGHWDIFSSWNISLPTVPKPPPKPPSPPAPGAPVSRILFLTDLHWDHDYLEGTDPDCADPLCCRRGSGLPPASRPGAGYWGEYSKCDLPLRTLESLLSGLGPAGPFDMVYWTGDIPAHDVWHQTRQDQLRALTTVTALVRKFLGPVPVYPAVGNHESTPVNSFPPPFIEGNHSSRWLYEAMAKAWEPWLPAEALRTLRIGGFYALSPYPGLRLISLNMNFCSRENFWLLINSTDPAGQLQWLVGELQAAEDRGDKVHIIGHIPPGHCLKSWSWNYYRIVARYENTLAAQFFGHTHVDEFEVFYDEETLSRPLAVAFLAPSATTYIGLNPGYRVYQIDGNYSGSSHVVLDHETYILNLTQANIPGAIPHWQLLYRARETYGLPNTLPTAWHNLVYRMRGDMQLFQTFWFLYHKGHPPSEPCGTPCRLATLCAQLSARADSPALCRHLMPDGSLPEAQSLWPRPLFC
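qHTS format. ASM enzyme prepared from human placenta hydrolyses the fluorogenic substrate HMU-PC0 (9 uM final) over 60 min at 37 °C after a 10 min compound preincubation.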
Eya2 inh – Eya2 (human) phosphatase inhibition. recombinant Eya2, OMFP fluorescence dephosphorylation (OMFP is methylfluorescein phosphate). Potency, µM (top dose mostly 76.9 µM), for inactives: at the highest dose activity, negative = inhibition, usual class: inhibitors. actives 0.006% (n = 330,000). AID 488837; note: potency is the fitted concentration of half-maximal effect; % is set by controls: 0 for no effect and ±100 for the full control effect
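Eya2 protein (added as 0.2 uM solution) was preincubated with compound for 10 min at ambient temperature in 50 mM HEPES pH 7.5, 50 mM NaCl, 5 uM MgCl2, 0.05% BSA, 1 mM DTT. OMFP (added at 50 uM) then reacted 10 min; fluorescence read at 485/525 nm.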
TSG101-PTAP inh – blocks PTAP/TSG101 interaction to inhibit HIV-1 budding. Q99816. Fluorescence polarization, FITC-PTAP peptide / Tsg101 binding. Potency, µM (doses to about 115 µM), for inactives: at the top dose activity change, negative = inhibition, actives largely listed as inhibitors. 340,000 tested, under 10 active. AID 493005; active = well fitted inhibition curve with a large enough effect in the main read-out, with a control signal flat, not every such curve was filed as active; inconclusive = small, poorly fitted or top-dose-only effect, or effect the other way, or a change in a side signal; inactive = no such curve, though single readings can be large or run the other way; note: potency is the fitted concentration of half-maximal effect; % of control where 0% means no effect
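Tsg101 binding domain (10 uM final) was mixed with compound and a FITC-labeled PTAP peptide (50 nM final) in HEPES pH 7.5 buffer with NaCl, Tween 20, EDTA and TCEP; fluorescence polarization was read after 20 min at r.t.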
B2AR arrestin – beta2AR (human) beta-arrestin recruitment activity. P07550. beta-arrestin recruitment to beta2AR, cell-based reporter. Potency, µM (highest dose often 46.1 µM), without a hit: top-dose activation, most hits filed as activators. actives 0.02% (n = 330,000);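 note: potency is the fitted concentration of half-maximal effect; 0% = DMSO controls and full agonism = EC100 isoproterenol or metaproterenol; nearly all actives have a fitted effect of over 65% in size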
Target sequence (P07550 whole entry, looked up): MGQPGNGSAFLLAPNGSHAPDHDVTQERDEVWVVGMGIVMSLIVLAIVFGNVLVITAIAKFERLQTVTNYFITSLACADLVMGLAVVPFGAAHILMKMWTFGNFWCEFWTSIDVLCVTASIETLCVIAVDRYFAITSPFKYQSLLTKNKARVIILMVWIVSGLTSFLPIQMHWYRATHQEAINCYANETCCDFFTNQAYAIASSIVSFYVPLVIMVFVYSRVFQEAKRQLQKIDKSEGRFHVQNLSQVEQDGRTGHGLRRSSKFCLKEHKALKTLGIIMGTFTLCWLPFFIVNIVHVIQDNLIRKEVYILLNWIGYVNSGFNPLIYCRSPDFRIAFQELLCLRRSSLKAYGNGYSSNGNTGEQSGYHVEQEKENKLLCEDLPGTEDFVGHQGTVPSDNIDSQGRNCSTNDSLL
TRPV1 agonist – activates the human vanilloid receptor TRPV1 | Q8NER1 | TRPV1-expressing cells, Fluo-8 calcium influx, agonist mode | activation, % at 8.33 µM | actives 0.19% (n = 320,000) | AID 540275; in the data active = activation above about 80%; inconclusive = between about 30% and that limit; note: 0% is about no effect
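Cells expressing TRPV1 were dye-loaded with Fluo-8 and read kinetically: 10 s baseline, 3 min after compound (agonist portion), then 2 min after EC20 capsaicin (allosteric enhancer portion). Calcium-bound dye fluorescence at 480/520 nm.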
a7 integrin act – integrin-mediated muscular dystrophy alleviation activation; alpha7betagal myoblasts, beta-gal FDG fluorescence, 48 h; Potency, µM (top dose mostly 38.3 µM), without a hit: top-dose activation, most hits filed as activators; actives 0.064% (n = 350,000); AID 624291;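 note: potency is the fitted concentration of half-maximal effect; 100% = response of the positive control SU9516; nearly all actives have a fitted effect of over 60% in size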
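alpha7betagal+/- myoblasts (passage 13, 250/well) treated 48 h at 37C with compounds at 1:260 dilution of DMSO stock. Lysed, then beta-galactosidase activity read as FDG fluorescence (ex 480/em 540) after 30 min, with pre-read for autofluorescence.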
p53 reactivation – restores transcriptional activity of mutant p53 | H1299 p53-A138V BP100-luciferase reporter, luminescence, 24 h | Potency, µM (highest dose often 92.2 µM), inactives show top-dose activity change, positive = activation, usual class: activators | actives 0.063% (n = 320,000); note: potency is the fitted concentration of half-maximal effect; % of control where 0% means no effect; nearly all actives have a fitted effect of over 45% in size
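H1299 (p53-null), stable ts p53-A138V + BP100-Luc; 1000 cells/well, Opti-MEM/10% FBS; cpd 4 pt, 1:5; 24 h, 37 deg C, 5% CO2; detection reagent 10 min RT; luminescence.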
USP2a block – blocks human ubiquitin-specific protease USP2a. AID 463254. USP2 core, Ub-CHOP2 coupled fluorogenic reporter, 485/531. O75604. Potency, µM (series often up to 38.3 µM), for inactives: top-dose activity change, negative = inhibition, hits mostly inhibitors. actives 0.01% (n = 330,000);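 note: potency is the fitted concentration of half-maximal effect; plate controls were DMSO wells for no effect and full inhibition by NEM control for full effect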
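USP2 core (10nM final) preincubated 30min RT with compound in 20mM Tris-HCl pH 8.0, 2mM CaCl2, 2mM beta-mercaptoethanol, 0.05% CHAPS; 25nM Ub-CHOP2 plus 25nM reporter substrate added, fluorescence (Ex485/Em531) read after 60min.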
uPA generation – cell surface uPA generation inhibition | cell surface uPA generation assay, qHTS | actives 0.31% (n = 330,000) | Potency, µM (highest dose often 38.3 µM), for inactives: at the top dose activity change, negative = inhibition, usual class: inhibitors; active = well fitted inhibition curve with a large enough effect; inconclusive = small, poorly fitted or top-dose-only effect; inactive = no such curve, though single readings can be large or run the other way; tested in mouse RAW 264.7 cells; note: potency is the fitted concentration of half-maximal effect; % is set by controls: 0 for no effect and ±100 for the full control effect; nearly all actives have a fitted effect of over 55% in size
ELG1 genotox – inducers of genotoxicity in HEK293T ELG1-luciferase cells; actives 1.3% (n = 330,000); Potency, µM (top dose mostly 46 µM), for inactives: at the highest dose activity change, positive = activation, usual class: activators; AID 504466; HEK293T ELG1-luciferase reporter, luminescence, 16 h; note: potency is the fitted concentration of half-maximal effect; % of control where 0% means no effect; nearly all actives have a fitted effect of over 60% in size
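Genotoxic stress is detected as increased luminescence from luciferase-tagged ELG1 in HEK293T cells, measured with ONE-Glo after a 16 hr treatment at 37 °C.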
Numbers without * were called inactive; [ ] = another dose, or the depositor's remark. Unless noted, calls come from the whole dose curve; as a rule, active = well fitted curve in the direction sought with a large enough effect; inconclusive = small, poorly fitted or top-dose-only effect, or another doubt; inactive = no such curve, though single readings can be large; an effect the other way counts as inactive or inconclusive.

COc1ccc(CCN=Cc2ccc(O)cc2)cc1OC was read as BRCA1 expr act 5%, ASM inhibitor 1%, Eya2 inh -3%, TSG101-PTAP inh -2%, B2AR arrestin -0.3%, TRPV1 agonist 0, a7 integrin act -26%, USP2a block 2%, uPA generation 1% and ELG1 genotox 3%.
For COc1ccc(OC)c(CN2CCN(C(=O)c3ccco3)CC2)c1 the results were BRCA1 expr act -12%, ASM inhibitor -2%, Eya2 inh -12%, TSG101-PTAP inh -1%, B2AR arrestin 0.2%, TRPV1 agonist 1, a7 integrin act -34%, p53 reactivation 26%, USP2a block -3%, uPA generation -5% and ELG1 genotox 0%.
COc1cccc(CN(C)C(=O)Cc2ccc(OC)c(S(=O)(=O)N3CCOCC3)c2)c1 was read as BRCA1 expr act -9%, ASM inhibitor 4%, Eya2 inh -28%, TSG101-PTAP inh -4%, B2AR arrestin -0.3%, TRPV1 agonist 1, a7 integrin act 4%, p53 reactivation -3%, USP2a block -1%, uPA generation 0% and ELG1 genotox -10%.
Cc1ccc(NC(=O)c2c([N+](=O)[O-])cnn2C)cc1C was read as BRCA1 expr act -7%, ASM inhibitor 0%, Eya2 inh -9%, TSG101-PTAP inh -1%, B2AR arrestin 0.5%, TRPV1 agonist 18, a7 integrin act 19%, USP2a block 0%, uPA generation -9% and ELG1 genotox -2%.
Screening O=C(CS(=O)c1ccc(F)cc1)Nc1ccccc1Cl (configuration not stated) returned BRCA1 expr act 8%, ASM inhibitor -1%, Eya2 inh 11%, TSG101-PTAP inh -2%, B2AR arrestin -0.3%, TRPV1 agonist 1, a7 integrin act 1%, p53 reactivation 10%, USP2a block 3%, uPA generation 3% and ELG1 genotox 4%.
Oc1ccc(C[C@H]2CNC(=S)N2CC2CCCN2C[C@H](Cc2ccccc2)N2C[C@H](Cc3ccc(O)cc3)N(CC3CCCCCC3)C2=S)cc1 (some centres not stated) was read as BRCA1 expr act -64%, ASM inhibitor inconclusive, TSG101-PTAP inh -2%, a7 integrin act -41%[inhibitor] and uPA generation inconclusive.
O=C(CN1CCCC1)Nc1ccccc1Cl was read as BRCA1 expr act 0%, ASM inhibitor -1%, Eya2 inh 16%, TSG101-PTAP inh 0%, B2AR arrestin 0.3%, TRPV1 agonist 7, a7 integrin act -4%[7.66 µM], p53 reactivation 0%, USP2a block 2%, uPA generation 3% and ELG1 genotox 3%.
For O=C(OCc1ccccc1)N1CCCC1/C=C/CN1CCOCC1 (configuration not stated) the results were BRCA1 expr act -6%, ASM inhibitor -2%, Eya2 inh 11%, TSG101-PTAP inh -4%, B2AR arrestin -0.1%, TRPV1 agonist 1, a7 integrin act 18%, p53 reactivation -1%, USP2a block 0%, uPA generation 0% and ELG1 genotox 0%.
`Cn1c(=O)n(C/C=C/c2ccccc2)c(=O)c2c1nc1n2CCCN1c1ccc(F)cc1` gave BRCA1 expr act -64%, ASM inhibitor -14%, Eya2 inh -3%, TSG101-PTAP inh -11%, B2AR arrestin -0.4%, TRPV1 agonist 0, a7 integrin act 2%, p53 reactivation 0%, USP2a block 1%, uPA generation -4% and ELG1 genotox -8%.
CCOc1ccc2nc(SCc3ccc(F)cc3)sc2c1 was read as BRCA1 expr act 87%, ASM inhibitor 1%, Eya2 inh 0%, TSG101-PTAP inh -2%, B2AR arrestin 0.1%, TRPV1 agonist 21, a7 integrin act 7%, p53 reactivation 10%, USP2a block 6%, uPA generation 1% and ELG1 genotox 13%.
O=C(COC(=O)c1ccccc1NS(=O)(=O)c1ccc(Cl)cc1)NCc1ccccc1 was read as BRCA1 expr act -13%, ASM inhibitor 4%, Eya2 inh -1%, TSG101-PTAP inh 1%, B2AR arrestin 3.2%, TRPV1 agonist 29, a7 integrin act 0%, p53 reactivation 6%, USP2a block -17%, uPA generation 4% and ELG1 genotox -4%.
For Cc1nc2c3ccccc3n(CC#N)c(=O)n2n1 the results were BRCA1 expr act -20%, ASM inhibitor 1%, Eya2 inh -18%, TSG101-PTAP inh -6%, B2AR arrestin -1.2%, a7 integrin act -52%[inhibitor], p53 reactivation 0%, USP2a block 1%, uPA generation -3% and ELG1 genotox 1%.
CCC(=O)NNc1cc(=O)c2c(=O)n(C)c(=O)n(C)c2[nH]1 was read as BRCA1 expr act -18%, ASM inhibitor 0%, Eya2 inh -4%, TSG101-PTAP inh 0%, B2AR arrestin -1.0%, TRPV1 agonist -1, a7 integrin act -11%, p53 reactivation 3%, USP2a block 1%, uPA generation -1% and ELG1 genotox 1%.
COc1cc(CNc2ccc(O)cc2)cc(Br)c1OCc1ccccc1F was read as BRCA1 expr act -49%, ASM inhibitor -19%, Eya2 inh -6%, TSG101-PTAP inh -7%, B2AR arrestin -0.4%, TRPV1 agonist -2, a7 integrin act -53%[inhibitor], p53 reactivation 20%, USP2a block 2%, uPA generation -3% and ELG1 genotox 5%.
`CCOc1ccc(-c2nc(N)ncc2Oc2ccccc2Br)c(O)c1` gave BRCA1 expr act -48%, ASM inhibitor -11%, Eya2 inh -33%, TSG101-PTAP inh -3%, B2AR arrestin 0.1%, TRPV1 agonist 9, a7 integrin act -24%, p53 reactivation -6%, USP2a block -9%, uPA generation 14% and ELG1 genotox -2%.
Screening COc1ccc(N(C(=O)COc2cccc(C)c2)S(=O)(=O)c2ccc(C)cc2)cc1 returned BRCA1 expr act -26%, ASM inhibitor 2%, Eya2 inh 7%, TSG101-PTAP inh 0%, B2AR arrestin -0.1%, TRPV1 agonist 5, a7 integrin act inconclusive, p53 reactivation 9%, USP2a block 2%, uPA generation 1% and ELG1 genotox -1%.
COC(=O)c1ccccc1NC(=O)Cn1c(SC)c(F)cnc1=O was read as BRCA1 expr act -26%, ASM inhibitor 2%, Eya2 inh 9%, TSG101-PTAP inh -3%, B2AR arrestin -0.1%, TRPV1 agonist 22, a7 integrin act -15%, p53 reactivation 5%, USP2a block 0% and ELG1 genotox 9%.
`CC1CCN(S(=O)(=O)c2ccc3c(ccn3CCC(=O)N3CCCCC3)c2)CC1` gave BRCA1 expr act -14%, ASM inhibitor -2%, Eya2 inh 5%, TSG101-PTAP inh -8%, B2AR arrestin -1.0%, TRPV1 agonist 20, a7 integrin act 3%, p53 reactivation -2%, USP2a block 4%, uPA generation 7% and ELG1 genotox -5%.
For O=C(NCc1ccco1)/C(=C\c1cccs1)NC(=O)c1ccccc1 the results were BRCA1 expr act -2%, ASM inhibitor 1%, Eya2 inh -4%, TSG101-PTAP inh 0%, B2AR arrestin -0.2%, TRPV1 agonist 2, a7 integrin act -19%, p53 reactivation 2%, USP2a block 3%, uPA generation -3% and ELG1 genotox 1%.
Screening O=C(NNC(=O)c1cccnc1SCc1cccc([N+](=O)[O-])c1)c1ccccn1 returned BRCA1 expr act -94%[inhibitor], ASM inhibitor 2%, Eya2 inh -2%, TSG101-PTAP inh -7%, B2AR arrestin -0.8%, TRPV1 agonist -4, a7 integrin act 5%, p53 reactivation inconclusive, USP2a block -2%, uPA generation -7% and ELG1 genotox 2%.
`Cc1cc(C)c(S(=O)(=O)Nc2cccc3nsnc23)c(C)c1` gave BRCA1 expr act -37%, ASM inhibitor -10%, Eya2 inh -25%, TSG101-PTAP inh 0%, B2AR arrestin -2.3%, TRPV1 agonist -3, a7 integrin act 14%, p53 reactivation -7%, USP2a block 3%, uPA generation -3% and ELG1 genotox -9%.
For CCOc1ccc(-c2nnc3ccc(SC(C)C)nn23)cc1 the results were BRCA1 expr act -30%, ASM inhibitor -2%, Eya2 inh -5%, TSG101-PTAP inh 2%, B2AR arrestin -0.6%, TRPV1 agonist 25, a7 integrin act 7%, p53 reactivation -3%, USP2a block 0%, uPA generation 0% and ELG1 genotox 3%.
For CCSc1nnc(-c2ccncc2)o1 the results were BRCA1 expr act 29%, ASM inhibitor -3%, Eya2 inh 2%, TSG101-PTAP inh -2%, B2AR arrestin -0.5%, TRPV1 agonist 1, a7 integrin act -12%, p53 reactivation -2%, USP2a block 1% and ELG1 genotox 4%.
CN(CC(=O)Nc1cccc(F)c1)CC(=O)Nc1cc(S(=O)(=O)N2CCOCC2)ccc1Cl was read as BRCA1 expr act -2%, ASM inhibitor 3%, Eya2 inh -15%, TSG101-PTAP inh -8%, B2AR arrestin -0.9%, TRPV1 agonist 11, a7 integrin act inconclusive, p53 reactivation -24%, USP2a block 0%, uPA generation 1% and ELG1 genotox -11%.
